Compound activity: PubChem BioAssay, several laboratories
KLF5 inh = kruppel-like factor 5 inhibition. DLD-1 KLF5 promoter-luciferase reporter, luminescence. inhibition, % at 5 µM. 290,000 tested, 0.23% active;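 active = inhibition above a per-plate limit of that plate's mean compound inhibition plus 3 SD, cut at about 60% in these data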;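 also: 0% = DMSO wells and 100% = LY294002 at 200 µM; higher means less KLF5 promoter-driven luciferase light; inactives centre near -14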
GSK3A inh = human GSK-3 alpha kinase inhibition; P49840; ADP-Glo luminescence, 60 min; inhibition, % at 10 µM; 320,000 tested, 0.1% active;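 in the data active = inhibition above about 50%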;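 also: GST-tagged GSK-3 alpha with peptide substrate and 25 µM ATP; 0% = DMSO neutral wells and 100% = GW8510 positive control wells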
Target sequence (P49840 whole entry, looked up): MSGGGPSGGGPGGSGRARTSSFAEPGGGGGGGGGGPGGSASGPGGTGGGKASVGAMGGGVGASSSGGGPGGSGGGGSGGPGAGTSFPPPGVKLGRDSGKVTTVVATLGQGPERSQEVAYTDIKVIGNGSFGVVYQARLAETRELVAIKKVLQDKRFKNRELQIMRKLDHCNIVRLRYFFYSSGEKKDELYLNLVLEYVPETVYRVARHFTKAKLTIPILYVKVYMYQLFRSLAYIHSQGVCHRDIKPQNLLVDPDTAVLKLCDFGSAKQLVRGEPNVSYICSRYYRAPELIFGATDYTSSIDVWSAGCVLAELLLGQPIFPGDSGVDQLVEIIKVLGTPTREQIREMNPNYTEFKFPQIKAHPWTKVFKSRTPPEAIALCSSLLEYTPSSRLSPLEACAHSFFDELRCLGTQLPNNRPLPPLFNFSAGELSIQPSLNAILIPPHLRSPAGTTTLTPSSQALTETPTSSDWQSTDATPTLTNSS
HSF-1 act = increases HSF-1 driven luciferase reporter signal. NIH3T3-HGL HSF-1 luciferase reporter, MG132, 8 h; 100% = twice DMSO control signal. activation, % at 9 µM. 300,000 tested, 1.7% active. AID 504408;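 active = mean replicate activation of at least 50% with a set share of replicates each reaching 50%; inconclusive = only one of those two conditions met; inactive = mean below 50% and too few replicates reaching it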;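 also: 0% = median of the neutral control wells and 100% = twice that signal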
HSF1 inh = HSF1 inhibition; activity change, negative = inhibition, % at 7.5 µM (by protocol); NIH3T3-HGL HSE-luciferase, MG132-induced, luminescence 8 h; active compounds read low; 300,000 tested, 0.77% active; AID 2098;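 active = more than half of replicate wells show activity change below -50%, luminescence cut by over half; inconclusive = some wells, but at most half, below -50%; inactive = no replicate well below -50%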;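 also: luciferase reports HSF-1 transcriptional activity via heat shock element; 0% = median of DMSO wells and -100% = zero luminescence signal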
aSyn UTR inh = 5' untranslated region of α-synuclein, MLPCN primary screen | alpha-synuclein 5'UTR reporter, inhibitor activity | inhibition, % (tested at 7.5 µM) | 300,000 tested, 0.82% active | AID 1813; in the data active = inhibition above about 60%; inconclusive = no clear call, values can overlap the other calls;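 also: H4 neuroglioblastoma cells stably carrying SNCA 5'UTR luciferase fusion; 0% = DMSO wells and 100% = positive control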
HIF act = HIF pathway transcriptional activation. U2OS HRE-luciferase reporter, luminescence; normalized: DMSO 0%, desferrioxamine 100%. activation, % at 7.5 µM (by protocol). 300,000 tested, 0.32% active;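 active = mean activation of at least 10% of the iron chelator positive control signal, with at least half of replicates also reaching 10%; inconclusive = mean and replicate majority disagree about reaching 10%; inactive = mean and most replicates under 10%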
IEC-6 cytotox = IEC-6 cytotoxicity, counter-screen for KLF5 inhibitors; luminescence viability; inhibition, % at 5 µM; 290,000 tested, 0.78% active; in the data active = inhibition above about 22%;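 also: 0% = plate median of test compound wells and 100% = cytotoxic reference compound wells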
AI-2 QS modul = modulates the Vibrio harveyi AI-2 quorum sensing system; Vibrio harveyi JMH597 AI-2 luminescence/OD600 ratio, 9 h; active compounds read low; strain lacks LuxN and CqsS sensors; 0 = neutral-control median; activity change, % at 7.5 µM; 300,000 tested, 0.4% active; in the data active = activity change below about -75%, passing the limit was not always enough; inconclusive = no clear call, values can overlap the other calls;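 also: luminescence divided by OD600 gain over 9 h not by final OD600 alone; inactives centre near 13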
GSK3beta inhib = human GSK3beta kinase inhibition. 300,000 tested, 0.038% active. activity score (negative = inhibition), % at 10 µM. AID 2097. GST-GSK3beta kinase, ADP-Glo luminescence, 60 min; active compounds read low;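 active = more than half of replicate wells score below -50%, meaning over 50% inhibition versus plate controls; inconclusive = some replicates but at most half score below -50%; inactive = no replicate scores below -50%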;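 also: 0% = median DMSO wells and -100% = median GW8510 positive control wells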
Target sequence (P49841 whole entry, looked up): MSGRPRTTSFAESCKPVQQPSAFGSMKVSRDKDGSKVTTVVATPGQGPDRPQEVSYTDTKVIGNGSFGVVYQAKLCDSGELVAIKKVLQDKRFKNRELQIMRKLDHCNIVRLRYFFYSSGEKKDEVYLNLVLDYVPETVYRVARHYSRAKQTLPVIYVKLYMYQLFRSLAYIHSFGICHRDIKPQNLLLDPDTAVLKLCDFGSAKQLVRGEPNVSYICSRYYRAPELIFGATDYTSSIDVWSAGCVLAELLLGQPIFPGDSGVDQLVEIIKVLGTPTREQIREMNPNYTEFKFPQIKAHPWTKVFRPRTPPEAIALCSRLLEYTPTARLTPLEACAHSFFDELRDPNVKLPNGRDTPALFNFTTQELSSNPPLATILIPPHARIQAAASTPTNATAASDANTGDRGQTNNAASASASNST
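Test system: GST-fused GSK3beta enzyme, cell-free | Quantity: 1.6 ng GST-GSK3beta enzyme per well | Reagent: 25 µM ATP with peptide substrate | Schedule: 60 min enzyme reaction, room temperature | Signal: Luminescent ADP-Glo measurement of ADP formed | Read-out basis: Score relative to plate controls | Control set: DMSO and 20 µM GW8510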
HSP90 inh = blocks HSP90-mediated luciferase refolding in reticulocyte lysate; Rabbit reticulocyte lysate, luciferase refolding luminescence, 3 h; inhibition, % at 5.6 µM; 290,000 tested, 0.91% active; AID 1789;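 active = inhibition above the screen-wide mean plus 3 SD, computed separately per campaign, cut at about 16% in these data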;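 also: 0% = DMSO wells and 100% = 60 µM geldanamycin wells; inhibitors lower the luminescence because luciferase stays unfolded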
* marks the source's active call; other numbers are inactive results; ? = inconclusive; . = not tested or not shown.

SMILES	KLF5 inh	GSK3A inh	HSF-1 act	HSF1 inh	aSyn UTR inh	HIF act	IEC-6 cytotox	AI-2 QS modul	GSK3beta inhib	HSP90 inh
O=C(NCc1ccco1)c1ccc(CS(=O)Cc2ccc(Cl)cc2)o1 (stereo not drawn)	-18	-7	-3	-2	4	-0.4	1	21	-2	5
CC1CCCC(C)N1/N=C/c1ccccc1F (stereo not drawn)	-16	-1	-5	4	-3	-0.3	-4	14	0	-2
O=C(COc1ccc(C(=O)Nc2ccc(Cl)cc2)cc1)NCc1ccccc1	33	-2	12	-1	-18	0.3	-8	24	-1	-3
CN(C)c1cccc(Oc2nc3c(c(=O)n(C)c(=O)n3C)n2C)c1	-28	-2	5	0	1	-0.1	3	18	2	-1
COc1ccc(-n2c(SCC(N)=O)nnc2-c2ccccc2F)cc1	-12	1	0	2	3	-0.1	-4	13	1	3
C=CCc1cccc(/C=N/n2c(C)nnc2C)c1O	-7	32	-2	2	2	-0.2	-4	9	3	2
Cc1nc2cc3nc(C(F)(F)F)[nH]c3cc2[nH]1	-22	2	?	9	6	-0.3	-15	11	-23	-5
COc1ccc(C2CC(c3ccccc3)=NN2C(=O)COC(=O)CNC(=O)c2ccccc2)cc1 (stereo not drawn)	-22	-1	8	3	-16	0.6	0	35	5	-1
CCN=C1S/C(=C\c2cn(CC(=O)NCc3ccco3)c3ccccc23)C(=O)N1CC	-16	-1	-10	-2	65*	-0.8	3	10	-1	9
O=C(N1CCN(c2ccccc2)CC1)C(F)(F)C(F)(F)F	-52	-1	20	0	-8	2.6	0	10	2	-3
Cc1cc(Cl)ccc1OCC(=O)N(Cc1ccco1)C1CCS(=O)(=O)C1 (stereo not drawn)	36	0	-8	4	5	-0.1	2	3	3	3
O=C(O)c1ccc(NC(=O)c2ccc(Cl)cc2)c(NC(=O)c2ccc(Cl)cc2)c1	-5	-7	-16	-1	3	-1.6	-3	28	-2	-7
COc1cccc(/C=N/NC(=S)Nc2cccc(S(=O)(=O)N(C)C)c2)c1	6	-1	2	5	-7	0.5	10	17	3	4
COc1ccccc1OCC(=O)Nc1ccccc1C(=O)Nc1cccc(C(=O)O)c1	-41	2	-14	0	5	0.1	0	9	3	1
CCn1c(C)c(C)c2cc(C(=O)NC3CCCCCC3)ccc21	-23	-2	9	3	-87	0.6	8	19	5	4
Cc1cc(C)n(CC(C)NCc2c(C(=O)N3CCOCC3)nc3c(C)cccn23)n1 (stereo not drawn)	-4	0	-3	-3	0	0.0	-4	-2	-1	-2
Cc1ccc(-c2nnc(Nc3ccc(C(=O)N(C)C)cc3)c3ccccc23)cc1S(N)(=O)=O	-48	0	11	-6	-2	1.1	-9	5	1	4
COc1ccc(C2NC(=O)N(C)C3=C2C(=O)CC(C)(C)C3)cc1OC (stereo not drawn)	9	.	-12	-4	-22	0.1	2	20	1	1
CO/N=C(\N)c1ccc([N+](=O)[O-])cc1	-6	-1	-8	-1	14	-0.6	2	16	2	-1
COc1cc(C(=O)NCc2ccc(C)cc2)ccc1OC(F)F	-19	0	-14	-1	22	0.0	6	-3	0	3
CCOC(=O)c1c[nH]c2c(Cl)ccc(Cl)c2c1=O	-17	0	7	-2	0	-0.1	3	25	1	3
COc1cc(/C=C2/SC(=S)N(CC(=O)O)C2=O)ccc1OC(=O)c1cccs1	-1	-6	-4	0	3	0.1	-2	38	5	-2
CCCC(=O)NCCc1nc2cc([N+](=O)[O-])ccc2n1C	7	4	-8	-4	-3	0.1	-2	-1	-24	-5
Cc1cc2cc(CCNC(=O)CC(C)(C)C)c(=O)[nH]c2cc1C	-1	-1	.	.	.	.	-1	.	.	-1
CN(CC(=O)Nc1ccc(Cl)cc1)C(=O)CCc1ccccc1	-16	1	6	0	1	0.0	-2	16	3	2
Cc1cccc(-n2c(O)c(C=NC3CCS(=O)(=O)C3)c3ccccc3c2=O)c1 (stereo not drawn)	1	2	7	0	14	-1.2	-3	12	3	3
CCN1CC2([N+](=O)[O-])CC=C(OC)C([N+](=O)[O-])(C1)C2 (stereo not drawn)	-6	.	15	0	9	-0.4	-10	0	-3	2
Cc1nc2cc(NC(=O)COc3ccc(C#N)cc3)ccc2n1-c1ccccc1	-4	1	-5	4	0	-0.4	2	21	0	0
CN(C)c1nccc(N(Cc2ccccc2)Cc2ccccc2)c1C#N	-39	-2	.	.	.	.	-9	0	2	-8
O=C(COc1ccc(Cl)cc1)Nc1ccc2oc(-c3ccncc3)nc2c1	15	1	6	3	-45	-0.1	4	36	2	3
CNS(=O)(=O)c1cccc(C(=O)OCC(=O)Nc2ccc(Cl)cc2F)c1	-9	-5	-19	-5	-18	-0.6	-6	24	-3	1
COc1cc(OC)cc(C(=O)NCC(=O)OCc2cc(=O)oc3cc(OC)ccc23)c1	6	-2	13	0	18	-0.4	-7	19	0	-3
COc1cc2c(cc1NC(=O)C1CCCO1)oc1ccccc12 (stereo not drawn)	-65	-2	3	3	19	-0.2	12	2	1	3
Cc1ccc(NC(=O)CCn2nc(C)cc2C)c(C)c1	-11	.	-5	-4	11	0.5	-5	14	2	-3
Cc1nc(CS(=O)(=O)c2ccc(Cl)cc2)cc(Sc2ccc(Cl)cc2)n1	-34	0	.	.	.	.	1	4	2	-3
Cc1nn(-c2ccccc2)c2c1C1(C(=O)Nc3ccccc31)N1C(=N2)Sc2ccccc21 (stereo not drawn)	-11	0	-17	5	8	0.0	-1	36	-2	-1
CCN(CC)CCCN=Cc1c(O)n(-c2ccc(C)cc2)c(=O)c2ccccc12	-22	10	-4	-13	-3	0.0	0	14	-1	-3
O=C1N=c2ccccc2=C1c1sc(=O)[nH]c1O	-25	16	-2	-1	-10	-0.1	-3	38	4	7
O=C(O)C1CN(C(=O)c2ccccc2)c2cc(Cl)ccc2O1 (stereo not drawn)	-27	-4	9	2	12	-0.4	-7	26	-3	-1
COc1ccc2c(c1)nc(NCCCO)n2Cc1ccccc1	11	0	-1	-9	16	-0.2	-6	12	0	3
C=CCNC(=O)O/N=C/c1csc([N+](=O)[O-])c1	-11	-1	23	4	-25	-0.1	2	?	-1	0
CCOC(=O)N1CCN(C(=O)C2CCN(S(=O)(=O)c3cc(Cl)ccc3OCC)CC2)CC1	-13	-2	-1	-4	-5	0.3	-1	19	-3	1
O=C(NNC(=O)c1ccc([N+](=O)[O-])cc1)c1ccc(Br)cc1	-22	-1	1	-4	-8	1.3	-2	24	2	-4
CC(NC(=O)c1ccccc1Br)c1nnc(SCc2ccc([N+](=O)[O-])cc2)n1C (stereo not drawn)	-13	-3	12	5	11	0.1	-5	33	-1	0
CCCSc1nc(C)c(-c2csc(C(C#N)=C3CCCC3)n2)cc1C#N	18	-5	.	.	-4	0.5	-11	10	-2	3
Cc1cc(C)n(C(=O)C(C(=O)c2ccccc2)C(C)C)n1 (stereo not drawn)	-24	-1	-8	-4	-2	0.0	-4	19	-1	-5
C/C(CC(=O)NC1CCCCC1)=N\NC(=O)COc1ccc(C)cc1Br	-8	-3	-2	0	-16	0.3	-2	-4	-3	3
COc1cccc(OCCNC(=O)c2cccc(OC)c2)c1	-20	-1	-3	3	21	0.1	8	17	0	-2
O=C(Cn1nnc2ccccc2c1=O)NCCc1ccccc1	5	-1	-3	-2	7	0.5	2	-52	5	-4
COc1ccc(CNC(=O)CCCC(=O)Nc2cccc(Br)c2)cc1	-11	-1	-10	-6	2	-1.1	3	0	-1	-1
COc1ccc(CCN(C)C(=O)C2CCN(C(=O)Nc3ccccc3)CC2)cc1OC	.	2	13	2	9	0.0	.	-4	1	.
COc1ccc(Nc2nnc(-c3ccncc3)s2)cc1Cl	-38	1	-26	-26	-4	-0.9	9	12	-4	9
CCCCOP(=O)(c1ccc(N(C)C)cc1)C(O)c1cc(OC)ccc1OC (stereo not drawn)	-14	-2	3	10	8	-2.0	8	28	-1	0
CC(C)c1onc(C(=O)Nc2sc3c(c2C#N)CCC3)c1[N+](=O)[O-]	-21	-3	36	3	-42	191*	2	-1	-2	1
c1ccc(Cc2nnc3sc(-c4cccs4)nn23)cc1	-32	0	-55	?	3	0.2	1	93	3	-1
CC(c1ccccc1)n1cc(C(=O)NCc2ccccn2)nn1 (stereo not drawn)	-8	-1	-4	5	5	0.0	-4	38	1	-3
O=S(=O)(c1cccs1)N1CCN(c2ccc(O)cc2)CC1	-7	0	6	-1	19	-0.2	24*	-18	-21	-3
Cc1ccc(Nc2cc(=O)n(C3CCCCC3)c(=O)[nH]2)cc1C	-26	-2	2	-4	-15	0.1	2	15	-5	2
COC(=O)c1ccc(N2CCN(C)CC2)c(NC(=O)COc2ccc(C)cc2)c1	-30	0	-1	-12	-8	-0.3	-2	-1	2	-1
CN1CCN(C(=O)CCNC(=O)Cn2ccc3ccccc3c2=O)CC1	-64	-1	-3	-2	-25	0.3	1	18	-4	3

(next part)
SMILES	KLF5 inh	GSK3A inh	HSF-1 act	HSF1 inh	aSyn UTR inh	HIF act	IEC-6 cytotox	AI-2 QS modul	GSK3beta inhib	HSP90 inh
CCOc1ccc(NC(=O)Cn2c(=O)oc3cc(Cl)ccc32)cc1	-24	-2	12	1	9	-0.5	1	32	3	-3
Cc1csc(NC(=O)c2nc3nccc(C)n3n2)n1	-47	2	16	12	-147	0.5	8	19	-2	3
CCn1c(SCC(N)=O)nnc1C(C)C	-12	-2	5	-2	23	-0.3	-1	11	-3	-4
COc1ccccc1NC(=O)CSc1nc2ccccc2n1C(C)=O	-22	-2	20	1	-12	-0.5	-13	-24	1	0
N#Cc1ccccc1NC(=O)CSc1ccc([N+](=O)[O-])cn1	-35	-4	27	11	15	0.0	0	3	2	1
CN(CCCNC(=O)c1cn(C)c2ccc(S(=O)(=O)N(C)C)cc2c1=O)c1ccccc1	3	-3	-2	0	10	-0.4	1	27	2	1
Cc1ccc(NC(=O)COC(=O)C2COc3ccccc3O2)cc1S(=O)(=O)N1CCOCC1 (stereo not drawn)	-7	0	-6	8	0	-0.7	6	23	0	0
CCN(CC)CCNCc1ccc(-c2ccc(Cl)cc2)o1	-32	-1	11	13	9	-0.2	-3	13	3	1
COc1ccc(O)c(/C=N/Nc2nc(Nc3ccccc3)nc(-n3nc(C)cc3C)n2)c1	-17	-5	-18	-13	23	1.5	12	31	-3	6
O=c1cc(C(Cl)(Cl)Cl)oc2c1ccc1ccccc12	-23	-4	48	28	-14	0.8	3	19	2	-4
